Bioassay records deposited in PubChem BioAssay by National Center for Advancing Translational Sciences (NCATS).
Tau fluor counter: counter-screen for tau fibril formation inhibitors; tau K18 P301L Alexa594 fluorescence, heparin fibrillization; Potency, µM (titrated, usually from 57.7 µM), for inactives: at the top dose activity change, negative = decrease; 0.93% of 280,000 active; AID 1463; also: % is scaled to controls: 0 for no effect and ±100 for the full control effect; nearly all actives have a fitted effect of over 55% in size
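Human tau K18 P301L (15 uM unlabeled, 0.24 uM Alexa 594-labeled) in 100 mM sodium acetate pH 7 with 20 uM heparin, 6 hr at 37 C. ThT 30 uM added, 1 hr ambient; Alexa 594 FP and total fluorescence read at 555/632 nm.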
Tau FP inhib: blocks human tau fibril formation measured by polarization | P10636 | K18 P301L tau heparin fibrillization, Alexa594 FP, 6 h | Potency, µM (highest dose often 57.7 µM), inactives show top-dose activity, negative = inhibition, most hits filed as inhibitors | 0.39% of 280,000 active | AID 1468; also: % is scaled to controls: 0 for no effect and ±100 for the full control effect; nearly all actives have a fitted effect of over 55% in size
Target sequence (P10636 561-689 P618L limits assumed): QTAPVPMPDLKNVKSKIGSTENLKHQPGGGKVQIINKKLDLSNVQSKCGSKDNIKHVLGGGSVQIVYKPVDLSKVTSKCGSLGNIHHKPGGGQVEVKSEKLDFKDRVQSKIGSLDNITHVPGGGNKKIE
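FP of Alexa 594-tau after heparin (20 uM) induction. Substrate: human K18 P301L, 15 uM unlabeled, 0.24 uM labeled. Buffer 100 mM sodium acetate pH 7. 6 hr, 37 C.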
GAA glycogen mod: inhibitors or activators of human alpha-glucosidase glycogen cleavage. P10253. recombinant GAA, glycogen substrate, Amplex Red glucose oxidase fluorescence. Potency, µM (titrated, usually from 76.4 µM), for the others: at the top dose activity change, negative = inhibition, hits mostly inhibitors. 0.38% of 300,000 active. AID 2100;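 also: 0% = full enzyme reaction and -100% = no-enzyme basal signal; the screen sought inhibitors and activators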
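Natural-substrate format: glycogen cleavage by 4 nM human enzyme, glucose read by Amplex Red coupling (Ex 573, Em 610 nm). Normalized to enzyme and no-enzyme controls.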
aGal spleen mod: alpha-galactosidase A (human) modulation. P06280. human spleen homogenate, 4MU-alpha-Gal fluorescence, 40 min. Potency, µM (titrated, usually from 80 µM), without a hit: at the top dose activity change, negative = inhibition, actives largely listed as inhibitors. 0.008% of 240,000 active. AID 2107;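 also: 0% = enzyme with vehicle and -100% = no enzyme basal signal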
Target sequence (P06280 32-429 limits assumed): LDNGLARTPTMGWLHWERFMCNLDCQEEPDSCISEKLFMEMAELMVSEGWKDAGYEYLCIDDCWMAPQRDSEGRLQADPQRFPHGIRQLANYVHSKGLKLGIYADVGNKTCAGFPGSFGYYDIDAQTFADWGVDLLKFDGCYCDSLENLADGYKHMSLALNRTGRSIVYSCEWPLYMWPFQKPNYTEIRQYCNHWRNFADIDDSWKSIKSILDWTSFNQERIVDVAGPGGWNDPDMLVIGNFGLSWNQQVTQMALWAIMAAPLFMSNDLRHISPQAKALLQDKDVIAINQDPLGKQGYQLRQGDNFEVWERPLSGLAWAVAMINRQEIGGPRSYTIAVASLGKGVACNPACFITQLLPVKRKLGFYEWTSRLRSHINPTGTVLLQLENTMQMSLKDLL
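Spleen homogenate 1 ug + cpd (titration) + 4-MU-alpha-D-galactopyranoside 1 mM; 37C 40 min; 50 mM citrate/phosphate pH 5.0, 0.01% Tween-20; stop pH 10; fluorescence 365/440; AC50 via Hill.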
Tau fibril ThT: tau fibrillization inhibition (ThT binding); P10636; Potency, µM (top dose mostly 57.4 µM), for inactives: at the highest dose activity, negative = inhibition, actives largely listed as inhibitors; 2.1% of 270,000 active; recombinant tau K18 P301L (four-repeat tau fragment), heparin-induced fibrillization, ThT fluorescence; also: % is scaled to controls: 0 for no effect and ±100 for the full control effect; nearly all actives have a fitted effect of over 55% in size
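In this qHTS, human K18 P301L tau is incubated with compound and heparin for 6 hr at 37 C, and Thioflavin T fluorescence then reports fibril load.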
GAA inhib: alpha-glucosidase (human) inhibition; Potency, µM (titrated, usually from 76.9 µM), inactives show at the highest dose activity change, negative = inhibition, hits mostly inhibitors; 0.005% of 200,000 active; P10253; purified human GAA, 4-MU-alpha-glucoside fluorescence;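 also: plate controls were uninhibited enzyme wells for no effect and no-enzyme background for full effect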
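Fluorogenic assay: 4 nM human alpha-glucosidase with 400 uM 4-methylumbelliferyl-alpha-D-pyranoside in 50 mM citrate/phosphate, 0.005% Tween-20, pH 5.0, 20 min at room temperature. Compounds tested up to 77 uM; AC50 from Hill fits.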
HTT ATP protect: cytoprotection in Huntington HTT-Q103 PC12 cell model; PC12 HTT-Q103 induced, cytoprotection, ATP luminescence, 40 h; Potency, µM (top dose mostly 56.4 µM), inactives show cytoprotection (ATP increase), actives largely listed as activators; 0.14% of 230,000 active; AID 1471;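 also: % of control where 0% means no effect; nearly all actives have a fitted effect of over 45% in size; toxic huntingtin expression switched on by the ecdysone agonist tebufenozide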
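PC12 cells stably carrying ecdysone-inducible Htt exon 1 (Q103)–GFP were induced with 100 nM tebufenozide (final) alongside library compounds in a dose series. Cytoprotection was scored as retained ATP by ATPlite luminescence.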
aGlu spleen mod: inhibitors or activators of human alpha-glucosidase in spleen homogenate | Potency, µM (titrated, usually from 79.9 µM), without a hit: at the top dose activity change, negative = inhibition, actives largely listed as inhibitors | P10253 | 0.006% of 240,000 active | human spleen homogenate, 4-MU-alpha-glucoside fluorescence;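 also: 0% = enzyme with vehicle and -100% = no enzyme basal signal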
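Compounds were titrated against alpha-glucosidase in spleen homogenate at pH 5.0, with 1 mM 4-methylumbelliferyl substrate for 40 min at 37 C. Reactions were quenched with pH 10 NaOH/glycine and fluorescence measured.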
Numbers without * were called inactive; u = inconclusive; x = not tested or not shown; & = joins results of further samples; [ ] = dose if it differs, or a comment. Calls follow the shape of the dose curve; as a rule, active = well fitted curve in the direction sought with a large enough effect; inconclusive = small, poorly fitted or top-dose-only effect, or another doubt; inactive = no such curve, though single readings can be large; an effect the other way counts as inactive or inconclusive. Potency is read from the fitted curve at half-maximal effect.

Second line of a record: HTT ATP protect | GAA glycogen mod | Tau fibril ThT | Tau FP inhib | aGal spleen mod | Tau fluor counter | GAA inhib | aGlu spleen mod
> O=C(CC(c1ccccc1)C1CCCCC1=O)c1ccco1 (stereo not drawn)
    43%[10 µM] | 2% | -5% | -2% | 0% | 0% | -6% | 5%
> O=C(O)CC12CC3CC(C1)CC(n1ncc(N4CCC5(CC4)OCCO5)c(Cl)c1=O)(C3)C2
    16%[10 µM] | 1% | -5% | 10% | 2% | -5% | x | -20%
> N#C/C(=C/c1ccc(-c2ccc(Br)cc2)o1)C(=O)NC1CCCCC1
    25%[10 µM] | 4% | u | 6% | 5% | u | -7% | 2%
> Cn1c(N)cc(=O)n(Cc2ccccc2)c1=O
    -10% | 7% | 1%&2% | -6%&-1% | 7%&1% | -6%&-1% | 2% | -4%&4%
> COc1cc(NC(=O)COC(C)=O)cc(OC)c1OC
    -6% | -14% | -4% | 2% | 1% | -4% | -8% | 0%
> Cc1ccc(S(=O)(=O)N2C(=O)CCC2C(=O)NCc2ccco2)cc1 (stereo not drawn)
    -1%[0.074 µM] | -3% | -4% | 3% | -4% | 4% | 0% | -9%
> CC(=O)c1cccc(S(=O)(=O)N2CCC(n3nnc4cc(F)ccc43)CC2)c1
    3%[10 µM] | -8% | -4% | -5% | 9% | -9% | -12% | -4%
> O=c1[nH]cnc(O)c1C(c1ccc2c(c1)OCO2)c1c(O)nc[nH]c1=O
    17%[10 µM] | 3% | -16% | 3% | 6% | -3% | 3% | -8%
> O=C(CCc1nnc(CCCCc2ccccc2)o1)NCCN1CCOC1=O
    -6%[10 µM] | -13% | u | 0% | -4% | -12% | 7% | -3%
> Cc1onc(-c2ccccc2)c1C(=O)N1CCCc2ccccc21
    -1% | 8% | -5% | 10% | -3% | -2% | -9% | 4%
> O=C(O)/C=C/c1cccc(NC(=O)c2ccc(Cl)cc2)c1
    -10%[10 µM] | -3% | 1% | -13%[2.34 µM] | -8% | 11%[2.34 µM] | 1% | -1%
> O=C1NCCN1Cc1ccc(F)cc1
    2% | 7% | -5% | 3% | 8% | -3% | -7% | 0%
> COc1cccc(/C(O)=C2/C(=O)C(=O)N(CCN3CCOCC3)C2c2cccnc2)c1 (stereo not drawn)
    -9%[10 µM] | -12% | -17% | -3% | -7% | 3% | -14% | -5%
> CC1CC(C)CN(S(=O)(=O)c2ccccc2[N+](=O)[O-])C1 (stereo not drawn)
    0%[10 µM] | -4% | -4% | 4% | 6% | -16% | 11% | 3%
> CCN(CC)S(=O)(=O)c1ccc2oc(C(=O)N3CCOCC3)c(C)c2c1
    21% | 4% | 2% | 6% | 2% | 10% | -3% | -3%
> CC(C)CCNC(=O)CSc1nnc(-c2ccc(S(=O)(=O)N3CCCC3)cc2)n1C
    -27% | -6% | -2% | 0% | 14% | -4% | -12% | 9%
> COc1ccc(NC(=O)c2ccc3c(SCC(=O)O)c4c(nc3c2)CCCC4)cc1OC
    x | -11%[76.3 µM] | u | 7% | x | -17% | x | x
> O=C(CSc1nc2c(c(=O)[nH]1)CCCC2)Nc1ccc(Br)cc1
    x | 3%[76.3 µM] | -3% | -5% | x | -10% | x | x
> COc1ccc(-c2nn(C)c3sc(C(=O)Nc4cc(OC)c(OC)c(OC)c4)cc23)cc1OC
    x | -3%[76.3 µM] | u | u | x | 2.5µM*[quencher] | x | x
> CC(=O)c1ccc(NC(=O)Nc2ccccc2)cc1
    -60%[inhibitor] | -6% | u | -15% | 6% | u | -2% | 4%
> O=C1/C(=C/c2cccnc2)Oc2cc(OS(=O)(=O)c3ccc(Cl)cc3)ccc21
    -2% | 7% | 14% | 0% | 16% | 10% | 7% | 7%
> CCCOc1ccc(C2(C(=O)O)CCCC2)cc1
    3% | 3% | -5% | 2% | 7% | 7% | -12% | 3%
> Cc1ccccc1N1CCN(C2=NC(=O)/C(=C/c3cn[nH]c3-c3ccccc3)S2)CC1
    6%[10 µM] | 10% | 0% | 1% | -6% | -1% | -8% | -6%
> CCC(Oc1ccc(F)cc1)C(=O)Nc1cc(-c2ccc(C)cc2)no1 (stereo not drawn)
    x | -8%[76.3 µM] | -7% | -22% | x | u | x | x
> Cc1cccc(C2NC(c3cccc(C)c3)C([N+](=O)[O-])C(C)(C)C2[N+](=O)[O-])c1 (stereo not drawn)
    -10%[10 µM] | 3% | -11% | u | 3% | u | -9% | 4%
> Cc1ccc(SCC(=O)NC(=O)NCc2ccco2)c(C)c1
    -9% | 2% | -19% | 2% | -2% | -13% | -10% | -3%
> CC(C)COP(=O)(CNC(=O)CN1C(=O)c2ccccc2S1(=O)=O)OCC(C)C
    33%[10 µM] | -1% | -1% | -8% | 11% | -4% | -1% | 3%
> O=C(NCCc1ccccc1)C1CCC(CNS(=O)(=O)c2cccs2)CC1 (stereo not drawn)
    u | -10% | -10% | 4% | 5% | -8% | 0% | 7%
> C=CCN1CN(S(=O)(=O)c2cccs2)c2nc3ccccc3nc21
    -15%[0.074 µM] | 2% | -27% | -10% | -8% | -28% | -2% | -5%
> COc1ccc(OC)c(NC(=O)Cn2cnc3c(oc4ccccc43)c2=O)c1
    x | -2%[76.3 µM] | 5% | u | x | u | x | x

4 entries drawn at random from the list so far, as already listed:
Second line of a record: HTT ATP protect | GAA glycogen mod | Tau fibril ThT | Tau FP inhib | aGal spleen mod | Tau fluor counter | GAA inhib | aGlu spleen mod
> COc1ccc(OC)c(NC(=O)Cn2cnc3c(oc4ccccc43)c2=O)c1
    x | -2%[76.3 µM] | 5% | u | x | u | x | x
> CC(=O)c1cccc(S(=O)(=O)N2CCC(n3nnc4cc(F)ccc43)CC2)c1
    3%[10 µM] | -8% | -4% | -5% | 9% | -9% | -12% | -4%
> CCC(Oc1ccc(F)cc1)C(=O)Nc1cc(-c2ccc(C)cc2)no1 (stereo not drawn)
    x | -8%[76.3 µM] | -7% | -22% | x | u | x | x
> Cc1ccc(SCC(=O)NC(=O)NCc2ccco2)c(C)c1
    -9% | 2% | -19% | 2% | -2% | -13% | -10% | -3%

(next part)
Second line of a record: HTT ATP protect | GAA glycogen mod | Tau fibril ThT | Tau FP inhib | aGal spleen mod | Tau fluor counter | GAA inhib | aGlu spleen mod
> COc1ccc2nc(N(CCN(C)C)C(=O)/C=C/c3cccs3)sc2c1
    9% | 3% | u | -14% | 2% | -26% | -10% | 2%
> COC(=O)Nc1ccc(S(=O)(=O)N2CCC(Cc3ccccc3)CC2)cc1
    -18% | -17% | -1% | u | -5% | u | u | -5%
> O=c1c2cnn(-c3ccccc3)c2nc(-c2cccs2)n1-c1ccc(Cl)cc1
    -24% | 1% | -11% | 6% | -1% | -16% | -5% | -7%
> CC1CCCN(C(=O)c2ccc(CSc3nc4ccncc4n3Cc3ccccc3)cc2)C1 (stereo not drawn)
    x | -5%[76.3 µM] | -14% | 9% | x | -12% | x | x
> CCNS(=O)(=O)c1ccc(CCC(=O)Nc2ccccc2C(=O)OC)cc1
    7%[10 µM] | 1% | -2% | 2% | 4% | -6% | 5% | 5%
> COc1ccc2nc(NC(=O)C3CCN(S(=O)(=O)c4cccnc4)CC3)sc2c1
    -21% | 10% | -11% | 1% | 1% | -23% | -14% | 0%
> O=C(CN1C(=O)C2C3C=CC(C4CC34)C2C1=O)OCC(=O)c1ccccc1 (stereo not drawn)
    x | 10% | -11% | 4% | 1% | -8% | -1% | -4%
> COc1cc(/C=N/Nc2ncc(C(F)(F)F)cc2Cl)cc(OC)c1OC
    -4%[10 µM] | -13% | u | 6% | 17% | -22% | -4% | -12%
> Cc1ccccc1-n1c(SCc2cccc(F)c2)nc2[nH]ncc2c1=O
    40%[10 µM] | -6% | -6% | 3% | -4% | -17% | u | -2%
> Cc1ccccc1Nc1c(-c2ccsc2)nc2c(C)cccn12
    x | u | u | 12% | x | u | x | x
> CCOC(=O)c1cc2c(=O)n3ccccc3nc2n(Cc2ccco2)c1=NC(=O)c1ccccc1OC
    -13% | 3% | u | -17%&1% | u | -21%&-1% | u | u
> O=C(Nc1cccc(F)c1)C1CCN(S(=O)(=O)c2cccc3nsnc23)CC1
    x | -4%[76.3 µM] | -9% | -4% | x | -23% | x | x
> Cc1ccc(/C=C/C(=O)Nc2ccc([N+](=O)[O-])c(NC(=O)/C=C/c3ccc(C)o3)c2)o1
    -17%[10 µM] | 8% | 13µM* | 2% | -2% | u | -5% | -13%
> CCOc1ccc(C(=O)Nc2c3c(nn2-c2cccc(Cl)c2)CS(=O)C3)cc1 (stereo not drawn)
    5%[10 µM] | 2% | -1% | 4% | 5% | -4% | u | -3%

Rewritten field by field: entries from further up
O=C(O)/C=C/c1cccc(NC(=O)c2ccc(Cl)cc2)c1
  HTT ATP protect = -10%[10 µM] | GAA glycogen mod = -3% | Tau fibril ThT = 1% | Tau FP inhib = -13%[2.34 µM] | aGal spleen mod = -8% | Tau fluor counter = 11%[2.34 µM] | GAA inhib = 1% | aGlu spleen mod = -1%

O=C1NCCN1Cc1ccc(F)cc1
  HTT ATP protect = 2% | GAA glycogen mod = 7% | Tau fibril ThT = -5% | Tau FP inhib = 3% | aGal spleen mod = 8% | Tau fluor counter = -3% | GAA inhib = -7% | aGlu spleen mod = 0%

CCCOc1ccc(C2(C(=O)O)CCCC2)cc1
  HTT ATP protect = 3% | GAA glycogen mod = 3% | Tau fibril ThT = -5% | Tau FP inhib = 2% | aGal spleen mod = 7% | Tau fluor counter = 7% | GAA inhib = -12% | aGlu spleen mod = 3%

COc1ccc2nc(NC(=O)C3CCN(S(=O)(=O)c4cccnc4)CC3)sc2c1
  HTT ATP protect = -21% | GAA glycogen mod = 10% | Tau fibril ThT = -11% | Tau FP inhib = 1% | aGal spleen mod = 1% | Tau fluor counter = -23% | GAA inhib = -14% | aGlu spleen mod = 0%
